Bioassay records (PubChem)
HTRA1 inhibitor: HTRA1 (human) protease inhibition. inhibition, % at 5.96 µM. recombinant HTRA1, FP-rhodamine activity-based probe, fluorescence polarization. 0.5% of 340,000 active. Q92743. AID 504803; in the data active = inhibition above about 36%;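 also: 0% = enzyme with DMSO and 100% = wells lacking enzyme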
SIAE primary: human SIAE inhibition, primary screen; Q9HAT2; SIAE FP-Rh probe binding, fluorescence polarization; inhibition, % at 9.66 µM; 0.69% of 370,000 active;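 active = inhibition above a cutoff: mean of compounds within the control limits plus 3 SD of those, cut at about 17% in these data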;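 also: 0% = plate median of compound wells and 100% = probe without SIAE protein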
MBD2 inh: inhibitors of human MBD2 binding to methylated oligonucleotide. inhibition, % at 4.4 µM. 0.31% of 370,000 active. TR-FRET. AID 686964; in the data active = inhibition above about 13%
rCAG binder: molecules binding r(CAG) RNA repeats. r(CAG) RNA repeat, TO-PRO-1 dye displacement fluorescence. inhibition, % at 3 µM. 1.3% of 370,000 active;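 active = inhibition above the plate cutoff, the mean of all test compounds on that plate plus 3 SD, cut at about 35% in these data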;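 also: 0% = DMSO alone and 100% = 100 µM mitoxantrone as full dye displacement; higher means more dye released from RNA so lower well fluorescence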
TDP2 absorb: blocks human TDP2 phosphodiesterase activity | O95551 | recombinant TDP2, T5PNP hydrolysis, p-nitrophenol absorbance 415 nm | inhibition, % at 12.8 µM | 0.34% of 370,000 active | AID 720702;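 active = inhibition above the mean of all tested compounds plus 3 SD, set per campaign, cut at about 25% in these data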;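 also: 0% = DMSO with enzyme and 100% = buffer with substrate but no TDP2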
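Test system: human TDP2 enzyme; Input: 120 nM TDP2 per well; Buffer or medium: Mg2+-containing Tris-HCl buffer, pH 7.5; Reagent: 5 mM T5PNP; Dosing: 12.8 µM single point, 1% DMSO; Incubation: reaction 2 h, 37 °C; Detection: p-Nitrophenol epi absorbance; Read-out: % inhibition relative to enzyme-containing and enzyme-free wells; Replicates: single well per compound.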
PRMT1 inh: blocks human protein arginine methyltransferase 1; inhibition, % at 2.79 µM; Q99873; 1.3% of 370,000 active; recombinant PRMT1, activity-based probe fluorescence polarization;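 active = inhibition above about 21% made by adding two undisclosed values, limit read from the data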
TCR-CD3 inh: blocks the human TCR-CD3 interaction. AID 651800. inhibition, % at 9.4 µM. TAMRA-labeled TCR probe fluorescence, biochemical. 0.37% of 360,000 active; in the data active = inhibition above about 19%;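 also: recombinant mutant TCR 2C K166C tagged with TAMRA read by polarization; 0% = receptor in buffer alone and 100% = receptor with positive control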
ABHD4 inh: inhibits mouse alpha/beta hydrolase domain 4 | purified mABHD4, FP-Rh probe fluorescence polarization | AID 720543 | Q8VD66 | 0.54% of 370,000 active | inhibition, % at 8.92 µM;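 active = inhibition exceeding the mean over every tested compound plus 3 SD, cut at about 30% in these data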;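 also: 0% = plate median of compound wells and 100% = S159A mutant with DMSO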
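Assay system: Wild-type mouse ABHD4 protein | Medium: HEPES pH 7.0 buffer, 150 mM NaCl, 0.01% Pluronic F-127 | Incubation: Enzyme–compound pre-incubation 45 min, then probe 60 min, both 25 °C | Technique: Fluorescence polarization with parallel and perpendicular emission, 525/598 nm | Evaluation: % inhibition of FP-Rh probe binding versus controls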
LEDGF integ inh: blocks HIV-1 LEDGF/p75-dependent DNA integration. TR-FRET IN-LEDGF/p75 DNA integration, Eu/Cy5. inhibition, % at 3.7 µM. 0.64% of 370,000 active. AID 743269;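 active = inhibition above the screen-wide mean plus 3 SD, cut at about 13% in these data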;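 also: signal is the Cy5 over europium emission ratio at 671 and 618 nm; 0% = plate median of compound wells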
NPR2 activator: GC-B (human) receptor activation; activation, % at 10 µM; AID 1920062; 0.11% of 370,000 active; P20594; HEK293-GC-B cells, CNP EC30, cGMP TR-FRET; 0% at EC30 CNP, 100% saturating CNP;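 active = activation at 10 µM reaching about 35% in either raw or pattern-adjusted values, limit read from the data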
Target sequence (P20594 whole entry, looked up): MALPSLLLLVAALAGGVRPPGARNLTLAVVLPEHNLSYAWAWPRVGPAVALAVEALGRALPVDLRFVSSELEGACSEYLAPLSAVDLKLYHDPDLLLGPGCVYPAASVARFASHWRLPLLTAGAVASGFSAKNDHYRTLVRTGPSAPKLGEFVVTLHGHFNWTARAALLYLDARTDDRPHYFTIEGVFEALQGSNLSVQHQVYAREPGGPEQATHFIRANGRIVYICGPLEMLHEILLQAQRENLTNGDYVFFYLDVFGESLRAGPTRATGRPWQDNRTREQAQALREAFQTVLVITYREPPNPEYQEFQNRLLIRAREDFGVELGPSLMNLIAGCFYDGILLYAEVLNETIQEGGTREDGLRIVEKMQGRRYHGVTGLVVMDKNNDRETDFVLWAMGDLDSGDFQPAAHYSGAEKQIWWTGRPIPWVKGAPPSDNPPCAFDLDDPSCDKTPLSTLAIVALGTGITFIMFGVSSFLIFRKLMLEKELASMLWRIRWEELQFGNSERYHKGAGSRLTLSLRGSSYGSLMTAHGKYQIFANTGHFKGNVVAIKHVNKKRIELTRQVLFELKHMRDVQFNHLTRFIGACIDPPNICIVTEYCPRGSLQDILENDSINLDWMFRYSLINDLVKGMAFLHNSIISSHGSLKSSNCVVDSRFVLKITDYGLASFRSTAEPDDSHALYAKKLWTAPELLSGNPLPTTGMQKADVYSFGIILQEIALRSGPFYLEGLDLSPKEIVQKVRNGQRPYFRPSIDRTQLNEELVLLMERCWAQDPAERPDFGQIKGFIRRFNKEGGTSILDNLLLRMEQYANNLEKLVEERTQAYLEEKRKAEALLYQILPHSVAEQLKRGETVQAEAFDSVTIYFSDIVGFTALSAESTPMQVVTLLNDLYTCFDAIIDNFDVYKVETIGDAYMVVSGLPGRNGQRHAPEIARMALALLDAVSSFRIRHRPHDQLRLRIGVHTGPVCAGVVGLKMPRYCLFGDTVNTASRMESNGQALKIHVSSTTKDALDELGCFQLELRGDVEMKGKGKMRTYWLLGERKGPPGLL
* hit, by the source's call; x = not tested or not shown; & = joins results of further samples. Only part of the results is shown, so the mix of outcomes need not match the whole.

SMILES	MBD2 inh	SIAE primary	HTRA1 inhibitor	LEDGF integ inh	TDP2 absorb	TCR-CD3 inh	NPR2 activator	rCAG binder	PRMT1 inh	ABHD4 inh
O=C(Cc1cccs1)Nc1nnc(COc2ccccc2)s1	0	-6	-9	-2	2	0	0	1	1	1
O=C(Nc1ccc(F)c(Cl)c1)C1Cc2c(-c3ccc(Cl)cc3)ccnc2O1 (stereo unspecified)	3	-52	x	-4	4	-9	6	3	-2	-18
CCC1CCCCN1CCCNC(=O)c1ccc2nc(N3CCC(C)CC3)sc2c1 (stereo unspecified)	0	-4	-3	3	0	10	2	1	-1	2
Cc1c(C=O)cnn1CCC(=O)O	-7	12	5	8	-8	4	-1	3	-2	1
COc1ccc(OCC(=O)c2c[nH]c3ccccc23)cc1	4	-6	-4	4	0	2	-7	1	-8	-1
CCOc1cccc2sc(Cl)nc12	-4	-3	1	0	12	4	0	0	-1	-6
Cc1cc(C(=O)N2CCC2(C)C(=O)O)nn1C(C)(C)C (stereo unspecified)	10	-1	x	0	2	-2	2	1	3	8
CC1CCN(c2ccc(S(=O)(=O)NC3=NCCCCC3)cc2[N+](=O)[O-])CC1	1	3	-2	-3	7	9	-3	-4	0	10
CC(C)CN1Cc2ccccc2Oc2cc(Br)ccc2S1(=O)=O	-8	-4	-38	3	-13	5	3	3	-5	-3
Cc1cccc(-c2noc(CSc3ccccc3)n2)c1	-6	0	-18	0	-10	2	4	3	-1	-13
COC(=O)c1ccc(COc2ccc3ccc(=O)oc3c2)o1	2	-7	1	-4	-6	-3	-4	-2	4	2
O=C(NCCC1CCCCN1S(=O)(=O)c1ccc(F)cc1)C(=O)NCCN1CCOCC1 (stereo unspecified)	-3	-3	-2	0	-14	0	-1	-4	-2	-1

SMILES	MBD2 inh	SIAE primary	HTRA1 inhibitor	LEDGF integ inh	TDP2 absorb	TCR-CD3 inh	NPR2 activator	rCAG binder	PRMT1 inh	ABHD4 inh
CCOc1ccc(CCNC(=O)C2CCCN(S(=O)(=O)N3CCOCC3)C2)cc1OCC (stereo unspecified)	3	5	9	-5	-1	-2	-1	-6	2	4
Cc1cc(C)cc(NC(=O)C(OC(=O)c2ccc(O)cc2)c2ccccc2)c1 (stereo unspecified)	0	-56	-55	-2	-16	0	-9	21	0	-68
N#Cc1ccc(Oc2ccc(C(F)(F)F)cc2NC(=O)c2ccc(F)cc2)cc1	3	-2	-25	1	6	-11	-7	-2	3	-19
O=C(/C=C/c1ccc(Cl)cc1)NC(=S)Nc1ccc(N2CCOCC2)c(Cl)c1	1	-22	-8	-3	0	3	7	4	-4	-3
CC1(c2ccccc2Cl)NC(=O)N(CC(=O)c2ccc3c(c2)OCO3)C1=O (stereo unspecified)	1	3	-7	2	-29	-5	-2	1	0	3
CCn1cc([C@@H]2C[C@H]3CN(Cc4cccc(Cl)c4)C(=O)[C@]34CCCN24)cn1	2	3	x	-2	12	2	-4	-7	-1	-4
COCCNC(=S)Nc1ccc2nc(N3CCOCC3)cc(C)c2c1	-5	6	1	2	-10	2	3	-2	2	6
CCOC(=O)NC(=O)CSc1nnnn1-c1ccc(Cl)cc1	-2	2	-3	0	-5	10	-3	-1	1	0
Cc1c(C)n(C(=O)CSc2nc3ccccc3[nH]2)c2ccccc12	9	-5	-13	3	5	18	-1	14	4	-1
O=C1CC(c2ccccc2)=Nc2ccc(Br)cc2N1	-2	3	-15	3	8	7	6	-1	2	-12
CCOc1ccc(NC(=O)N2CCC(c3nc4ccccc4o3)CC2)cc1	3	9	-24	-2	14	3	-3	-6	-1	-5
O=C(COC(=O)c1cc(NS(=O)(=O)c2cccs2)ccc1O)Nc1cc(Cl)ccc1Cl	6	-21	-10	-3	-3	-3	-4	14	6	-24

SMILES	MBD2 inh	SIAE primary	HTRA1 inhibitor	LEDGF integ inh	TDP2 absorb	TCR-CD3 inh	NPR2 activator	rCAG binder	PRMT1 inh	ABHD4 inh
O=C(COc1ccc(Cl)cc1Cl)N1CCN(c2ccccn2)CC1	-2	-2	0	2	-18	-3	-7	-5	-8	-3
N/C(=N\OC(=O)c1cccc(Cn2cc(C(F)(F)F)ccc2=O)c1)c1ccccc1	2	-12	-16	-3	4	-5	-6	-4	1	-25
COc1cc(C(=S)N2CCOCC2)cc(Br)c1OS(=O)(=O)c1ccccc1	0	3	-6	4	8	5	3	-3	1	1
COc1ccc(NC(=O)C2CCC(CNc3c(N4CCCCC4)c(=O)c3=O)CC2)cc1OC (stereo unspecified)	3&0	2&4	13&9	-4&-3	-8&-11	1&-5	0&2	2&3	-1&6	3&0
CN(C1CCS(=O)(=O)C1)S(=O)(=O)c1ccc(C2CCCCC2)cc1 (stereo unspecified)	-3	-1	-7	0	0	-5	-1	-2	-2	0
CCCCC(=O)Nc1ccc(F)c(Cl)c1	2	2	1	4	-19	-1	0	5	-2	-7
O=[N+]([O-])c1ccccc1OCCCCN1CCCCC1	-1	3	2	-4	-12	-6	4	1	-1	9
N#C/C(=C\c1ccc(Sc2ccc(Cl)cc2)o1)c1nc2ccccc2[nH]1	3	-7	-41	-1	3	5	14	10	-2	-14
COc1ccc([C@@H]2CC(=O)c3c(O)cc(O[C@@H]4OC(CO[C@@H]5OC(C)[C@H](O)[C@H](O)C5O)[C@@H](O)[C@@H](O)C4O)cc3O2)cc1O (stereo partly specified)	0	3	0	-1	-6	-9	2	4	6	8
CCCc1cc(=O)[nH]c(Nc2ccc3c(c2)OCCO3)n1	-1	5	1	3	-4	4	-3	11	-2	-7
O=C1CSC(c2cccnc2)N1c1ccc(F)cc1 (stereo unspecified)	0	3	-1	1	0	-2	6	1	-3	5
COc1cc(NC(=O)c2cc3ccccc3o2)c(OC)cc1Cl	4	-5	1	1	7	-1	-2	3	-3	-3

SMILES	MBD2 inh	SIAE primary	HTRA1 inhibitor	LEDGF integ inh	TDP2 absorb	TCR-CD3 inh	NPR2 activator	rCAG binder	PRMT1 inh	ABHD4 inh
CCN(C(=O)CN1C(=O)S/C(=C\c2cccc(OC)c2)C1=O)C1CCS(=O)(=O)C1 (stereo unspecified)	-6	3	3	-2	4	3	3	-2	1	-1
C[C@H]1CCCN1c1cccc2c1S(=O)(=O)N(C1CC1)CCCO2	1	5	x	-1	3	x	7	4	-1	3
COc1cc(/C=C/CN2CCC(Oc3ccc(C(=O)N4CCCC4)cc3)CC2)ccc1O	-1	3	-2	-3	3	14	-2	-1	-3	1
O=C(c1cnn2c(C(F)(F)F)cc(-c3ccco3)nc12)N1CCCCCC1	-2	-1	7	3	-1	-2	3	-5	1	3
CCOc1ccc(C(=O)Nc2cnn(Cc3ccc(Cl)c(Cl)c3)c2)cc1	-6	-2	-37	1	2	3	5	0	-7	-17
CCOc1ccc(NS(=O)(=O)c2ccc(NC(=O)[C@@H]3CCCC[C@@H]3C(=O)O)cc2)cc1	2	7	2	-1	11	2	-7	20	-1	5
O=C(Nc1nc(OCCN2CCCC2=O)cnc1/C=C\c1ccccc1)c1cc2ccccc2s1	8	-24	x	-2	4	4	2	12	6	-68
CCc1c(C(=O)Nc2ccccc2)c(C)[nH]c(=S)c1C#N	5	-5	-9	3	-1	-3	0	6	43*	-4
CC(=O)NCC(=O)N[C@@H](CC(=O)OCc1ccccc1)C(=O)OCc1ccccc1	4	3	3	0	-3	-3	1	-4	6	-1
Cc1cnc(CNC(=O)C2CCC(=O)N(CCc3ccc(Cl)cc3)C2)cn1 (stereo unspecified)	8	4	-1	-1	-5	-4	0	-3	2	-11
O=C(NNC1=C(C(=O)C(F)(F)F)CCC1)c1ccccc1O	3	7	2	-2	9	9	2	6	-4	7
COc1ccccc1N1CCN(CC(=O)Nc2cc(F)ccc2C)CC1	-5	4	4	2	2	3	7	1	-2	3

In a second layout: entries from further up
Results follow in this order: MBD2 inh, SIAE primary, HTRA1 inhibitor, LEDGF integ inh, TDP2 absorb, TCR-CD3 inh, NPR2 activator, rCAG binder, PRMT1 inh, ABHD4 inh
> O=C(c1cnn2c(C(F)(F)F)cc(-c3ccco3)nc12)N1CCCCCC1
→ -2, -1, 7, 3, -1, -2, 3, -5, 1, 3
> CCOc1ccc(C(=O)Nc2cnn(Cc3ccc(Cl)c(Cl)c3)c2)cc1
→ -6, -2, -37, 1, 2, 3, 5, 0, -7, -17
> CCOc1ccc(NS(=O)(=O)c2ccc(NC(=O)[C@@H]3CCCC[C@@H]3C(=O)O)cc2)cc1
→ 2, 7, 2, -1, 11, 2, -7, 20, -1, 5
> O=C(Nc1nc(OCCN2CCCC2=O)cnc1/C=C\c1ccccc1)c1cc2ccccc2s1
→ 8, -24, x, -2, 4, 4, 2, 12, 6, -68
> CCc1c(C(=O)Nc2ccccc2)c(C)[nH]c(=S)c1C#N
→ 5, -5, -9, 3, -1, -3, 0, 6, 43*, -4
> CC(=O)NCC(=O)N[C@@H](CC(=O)OCc1ccccc1)C(=O)OCc1ccccc1
→ 4, 3, 3, 0, -3, -3, 1, -4, 6, -1
> Cc1cnc(CNC(=O)C2CCC(=O)N(CCc3ccc(Cl)cc3)C2)cn1 (stereo unspecified)
→ 8, 4, -1, -1, -5, -4, 0, -3, 2, -11
> O=C(NNC1=C(C(=O)C(F)(F)F)CCC1)c1ccccc1O
→ 3, 7, 2, -2, 9, 9, 2, 6, -4, 7
> COc1ccccc1N1CCN(CC(=O)Nc2cc(F)ccc2C)CC1
→ -5, 4, 4, 2, 2, 3, 7, 1, -2, 3
